# GDH-TPI inh – inhibits GDH-TPI coupling enzymes, artifact for Mtb FBA screen. GDH-TPI coupled enzyme counterscreen, NADH absorbance. inhibition, % at 4.8 µM. hit rate 1.2% among 360,000; in the data active = inhibition above about 30%;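 note: 0% = DMSO wells and 100% = wells lacking the enzyme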
# BioA inh – BioA (M. tuberculosis) enzyme inhibition; purified M. tuberculosis BioA enzyme, plate reader; inhibition, % at 9.99 µM; hit rate 0.096% among 360,000; in the data active = inhibition above about 40%; inconclusive = no clear call, values can overlap the other calls
# Mtb UGM inh – blocks M. tuberculosis UGM enzyme | AID 504406 | inhibition, % at 10 µM | purified UGM, fluorescence polarization probe displacement | hit rate 0.06% among 320,000 | P9WIQ1; in the data active = inhibition above about 10%, passing the limit was not always enough; inconclusive = no clear call, values can overlap the other calls
# Target sequence (P9WIQ1 whole entry, looked up): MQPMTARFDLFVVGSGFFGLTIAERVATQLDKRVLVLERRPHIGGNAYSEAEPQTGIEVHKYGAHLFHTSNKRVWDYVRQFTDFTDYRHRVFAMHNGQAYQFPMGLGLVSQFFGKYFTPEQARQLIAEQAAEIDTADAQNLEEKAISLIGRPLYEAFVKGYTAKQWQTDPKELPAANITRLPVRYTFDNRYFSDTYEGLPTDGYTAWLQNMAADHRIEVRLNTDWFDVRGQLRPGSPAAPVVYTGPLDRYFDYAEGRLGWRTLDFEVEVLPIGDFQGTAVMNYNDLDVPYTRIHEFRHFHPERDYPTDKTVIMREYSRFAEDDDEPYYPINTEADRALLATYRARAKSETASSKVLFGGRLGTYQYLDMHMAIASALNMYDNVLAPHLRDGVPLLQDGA
# PfHsp40 yeast – restores yeast growth despite PfHsp40 toxicity; S. cerevisiae expressing PfHsp40, growth rescue, ATP luminescence; growth rescue, % at 12.5 µM; hit rate 0.68% among 340,000; in the data active = growth rescue above about 28%, passing the limit was not always enough; inconclusive = no clear call, values can overlap the other calls;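 note: yeast W303a lacking pdr1 and pdr3 grown in galactose medium; growth measured after three days at 30 °C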
# Mtb FBA inh – Mtb fructose-bisphosphate aldolase inhibition; hit rate 2.3% among 360,000; inhibition, % at 1 µM; purified M. tuberculosis FBA, fluorescence read-out; AID 588726; in the data active = inhibition above about 27%;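 note: 0% = vehicle and 100% = reference inhibitor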
# Target sequence (P9WQA3 whole entry, looked up): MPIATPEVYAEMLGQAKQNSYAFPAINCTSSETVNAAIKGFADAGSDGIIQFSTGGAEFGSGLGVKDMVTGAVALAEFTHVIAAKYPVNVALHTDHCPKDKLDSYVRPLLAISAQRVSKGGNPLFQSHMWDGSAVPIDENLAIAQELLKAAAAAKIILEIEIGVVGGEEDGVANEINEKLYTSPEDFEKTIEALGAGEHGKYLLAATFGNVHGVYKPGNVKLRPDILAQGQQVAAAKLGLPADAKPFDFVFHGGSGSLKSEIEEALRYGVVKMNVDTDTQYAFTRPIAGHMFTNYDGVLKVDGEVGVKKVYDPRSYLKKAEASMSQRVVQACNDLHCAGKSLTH
# BoNT-A LC inh2 – inhibitors of Botulinum neurotoxin A light chain protease. multiplex microsphere protease substrate cleavage, flow cytometry. inhibition, % at 10 µM. hit rate 0.17% among 360,000; note: plate controls were buffer without enzyme for full effect and enzyme alone for no effect
# FadD28 binding – M. tuberculosis FadD28 bisubstrate binding inhibition. FadD28 bisubstrate probe binding, fluorescence polarization. hit rate 0.22% among 360,000. AID 588549. inhibition, % at 12.5 µM; in the data active = inhibition above about 8.5%, passing the limit was not always enough; inconclusive = no clear call, values can overlap the other calls
# Anthrax LF inh2 – anthrax lethal factor protease inhibition. inhibition, % at 10 µM. multiplex microsphere protease cleavage assay, LF. hit rate 0.12% among 360,000; note: plate controls were buffer without enzyme for full effect and enzyme alone for no effect
# BoNT-F LC inh – inhibitors of Botulinum neurotoxin F light chain protease; AID 588497; inhibition, % at 10 µM; Multiplex microsphere protease cleavage assay, flow cytometry; hit rate 0.22% among 360,000; in the data active = inhibition above about 35%, passing the limit was not always enough; inconclusive = no clear call, values can overlap the other calls; note: plate controls were buffer without enzyme for full effect and enzyme alone for no effect
# An asterisk follows results filed as active; ? = inconclusive; . = not tested or not shown; + = active, no number; & = joins results of further samples; ! = not confirmed by another sample. Cut-off read from the data, not from the text of the source, unless noted: active = inhibition above about 30%; inconclusive = no clear call, values can overlap the other calls; inactive = below that.
SMILES,GDH-TPI inh,BioA inh,Mtb UGM inh,PfHsp40 yeast,Mtb FBA inh,BoNT-A LC inh2,FadD28 binding,Anthrax LF inh2,BoNT-F LC inh
CC(C(=O)N1CCN(Cc2ccc3c(c2)OCO3)CC1)c1ccc([N+](=O)[O-])cc1 (stereo unspecified),3,.,-2.6,-0.2,-2,0.7,-1.7,1,2
Cc1ccc(C(=O)N2C3C=CC(C3)C2(C(F)(F)F)C(F)(F)F)cc1 (stereo unspecified),2,0.3,0.9,5.7,-1,-0.1,0.4,-1,6
Cc1ccsc1C(=O)N1CCC1(C)C(=O)NCC(C)(C)C (stereo unspecified),6,1.6,.,.,-1,0.2,-0.7,-2,-4
COc1ccccc1OCC(=O)N1CCN(Cc2ccc3c(c2)OCO3)CC1,-7,.,-0.4,0.7,2,-0.9,0.1,-5,-3
CCN(CC)S(=O)(=O)c1cc(NC(=O)C(=O)c2c(-c3ccccc3)cc3ccccn23)ccc1C,11,-1.1,3.1,0.7,-1,-3.7,-0.3,-3,-10
O=C(NCc1ccccc1CN1CCCC1)c1cccc(N2CCCC2=O)c1,-1,-0.8,-2.2,2.1,0,-1.1,-2.9,-2,-8
CCCCCn1c(CCNC(=O)CCC)nc2ccccc21,2,-2.1,1.4,-0.9,1,-0.3,-0.3,9,-10
CCOc1ccc(/C=N/NC(=S)Nc2c(C)cccc2C)cc1,32*,-1.1,-0.3,7.7,2,-0.6,-6.0,0,-8
Cc1cc(S(=O)(=O)N2CCCC2)ccc1OCC(=O)N1CCC(C(N)=O)CC1,1,0.0,0.6,-0.4,0,-0.9,-1.5,-6,-11
CC(=O)Nc1cc(-c2ccc(N3CCN(C)CC3)cc2)cn2c(-c3cccc(C(=O)N(C)C)c3)cnc12,12,3.3,.,.,0,-0.2,0.0,-10,-7
COc1cccc(/C=N\NC(=O)C2C(=O)NCC2c2ccccc2)c1O (stereo unspecified),12,-1.0,-0.2,-1.4,1,0.5,-1.7,0,-23
CCCCNC(=O)Cc1ccc(C)cc1,-5,.,-1.6,-0.4,-2,0.1,-2.8,-2,4
CN(C)S(=O)(=O)c1ccc(SCC(=O)Nc2ccc3c(c2)OCCO3)nc1,-8,0.5,.,-0.1,-1,2.9,-0.9,0,7
COc1cc2c(cc1OC)C(O)C(O)(CO)C(C(=O)O)C2c1cc(OC)c(OC)c(OC)c1 (stereo unspecified),1,-0.4,.,0.3,-2,0.1,-2.4,2,-6
O=C(CNC(=O)N1CC(=O)Nc2ccccc21)Nc1ccccc1F,-5,-4.0,3.2,0.2,-1,1.9,-1.1,1,0
COc1cccc(N2CCN(c3nc(C)cc(C)c3C#N)CC2)c1,13,-2.0,-1.0,0.0,-3,-5.5,-1.3,-6,16
N#Cc1cc(N)ccc1-n1cccc1,3,-0.6,-0.8,0.5,-1,-1.6,-3.1,-2,?
O=C(c1cccc(S(=O)(=O)N2CCCC2)c1)N1CCN(c2ccccc2F)CC1,-7,.,-3.9,-0.5,1,-0.3,-4.0,-5,-7
CCOc1ccc(C2CC(c3cccc(OC)c3)Nc3nc(N)nn32)cc1 (stereo unspecified),7,2.3,-2.0,-1.7,5,-1.7,0.2,1,-9
O=C(N/C(=C/c1ccco1)C(=O)N1CCCC1)c1cccs1,2,0.6,1.6,-0.4,1,0.6,1.0,-13,-2
CC1CCN(S(=O)(=O)c2ccc(NC(=O)[C@@H]3CCCN3C(=O)c3cccs3)cc2)CC1,3,20,-0.4,0.2,2,-0.6,-0.5,-10,-4
CCN(CC(=O)NCc1cccs1)C(=O)c1ccc([N+](=O)[O-])o1,10,-0.1,1.8,0.8,4,-0.3,1.0,1,14
C=CCSc1nc2c(sc3nc(C)cc(C)c32)c(=O)[nH]1,13,6.5,0.9,-0.6,14,0.4,0.3,13,6
Cc1ccc2nc(-c3ccc(NS(=O)(=O)c4ccc(F)cc4)cc3)sc2c1,37*,0.1,-0.8,1.0,+,0.0,-1.4,2,-3
CCC(C)NCCOc1ccc(Br)cc1 (stereo unspecified),-3,.,1.0,-0.4,-12,-0.6,-2.1,-4,9
COc1ccc(S(=O)(=O)N2CCOCC2)cc1NC(=O)COC(=O)Cc1ccccc1,4,-0.7,0.7,-1.5,5,-1.2,-1.5,-5,-10
NC(=O)c1ccc[n+](Cc2ccc(-c3ccccc3)cc2)c1,3,1.0,-1.7,-0.4,2,-2.2,.,11,16
O=C(Nc1cccnc1)C1OCCc2ccccc21 (stereo unspecified),12,6.4,0.6,0.5,0,0.3,-1.5,1,-1
c1ccc(-c2noc(CSc3nnc(Cc4cccs4)n3-c3ccccc3)n2)cc1,5,2.9,-2.6,1.4,-5,0.7,-2.6,-9,-13
CCOc1ccc(OCC(=O)NCCS(=O)(=O)N2CCN(c3ccccc3)CC2)cc1,16,-3.9,.,.,4,0.0,0.4,5,9
COc1ccc(C2NCCc3cc(OC)c(OC)cc32)cc1OC (stereo unspecified),-5,0.2,-0.1,-2.5,-2,-0.2,-3.5,-2,8
COc1ccc(OC)c(S(=O)(=O)N2CCCC(C)C2)c1 (stereo unspecified),9,-5.4,1.9,0.6,-1,0.3,-2.3,-14,-1
CC(C)OCCOc1ccc2oc(-c3ccco3)cc(=O)c2c1,22,0.3,1.7,0.7,77*,-2.5,0.4,-6,-18
CCCCCCSc1ccc([C@H]2N[C@@](Cc3ccccc3)(C(=O)OC)[C@H]3C(=O)N(CC)C(=O)[C@@H]23)cc1,-1,-0.7,-0.5,-0.7,3,-0.3,1.0,-14,-2
Cc1ccccc1NS(=O)(=O)c1cc(C(=O)N2CCCC2)ccc1C,13,-0.5,-2.4,-0.5,0,.,-1.5,.,.
CCCCCCCCCCOC(=O)Cn1c(COc2ccc(OC)cc2)[n+](C)c2ccccc21,-7&-5,18&17,0.6&2.1,383*!,0&-3,-2.4&-1.7,-27&-36,-10&-7,?
CCOC(=O)c1sc(=S)n(C)c1NC(=O)c1ccc(OC)cc1,37*,2.8,-2.8,0.2,0,-1.5,-3.9,-2,?
Cc1ccc(S(=O)(=O)N2CCN(Cc3nc4ccccc4n3C)CC2)cc1,-1,-2.5,3.3,1.3,-1,0.8,-1.4,3,2
Cc1ccc(NC(=O)CN(C)C(=O)Cn2nnc(-c3ccccc3)n2)cc1,0,-0.1,-0.7,0.9,-4,1.1,-3.6,-5,-7
CCn1nc(C)cc1C(=O)N1CCCC(C(=O)c2cccc(OC)c2)C1 (stereo unspecified),-2,.,-0.1,0.4,-1,-0.3,-1.2,-8,-11
CCOc1ccc2nc(N3CCCC(C(=O)NCC4CCCO4)C3)sc2c1 (stereo unspecified),4,.,1.3,-1.3,6,-0.6,-1.9,-4,-8
CCN(CC)C(=O)C1=C(C)N(Cc2ccccc2)C(=O)C(CC(=O)NCC2CCCCC2)C1 (stereo unspecified),6,0.1,.,.,-2,-0.2,-1.2,4,7
Cc1cc(-c2onc(C)c2C(=O)O)no1,-2,2.3,-0.9,0.4,0,?,-1.4,-5,?
Cc1ccc(NC(=O)NC(=O)CN2CCN(c3ccc(O)cc3)CC2)c(C)c1,-11,-1.6,0.0,0.9,-8,0.2,-3.7,-3,-8
COc1cccc(CN2CCNC(=O)C2CC(=O)NC2CCCCC2)c1OC (stereo unspecified),5,-3.4,-1.4,-1.0,2,-1.0,-23,-2,-10
Cc1ccccc1CSc1nnc(-c2cnccn2)n1C,2,2.2,-0.3,.,0,-2.9,-4.3,?,0
NC(N)=NS(=O)(=O)c1ccc(NC(=S)NC(=O)c2sc3ccccc3c2Cl)cc1,8,0.4,3.5,-0.6,-2,-2.4,-4.4,-5,-16
O=c1[nH]cc(O)c(=O)[nH]1,9,-1.1,1.6,2.1,0,-1.1,-3.7,6,-5

# Part of the list above in a different format:
# Screens in order: GDH-TPI inh | BioA inh | Mtb UGM inh | PfHsp40 yeast | Mtb FBA inh | BoNT-A LC inh2 | FadD28 binding | Anthrax LF inh2 | BoNT-F LC inh
> Cc1ccc(S(=O)(=O)N2CCN(Cc3nc4ccccc4n3C)CC2)cc1
    -1 | -2.5 | 3.3 | 1.3 | -1 | 0.8 | -1.4 | 3 | 2
> CCOC(=O)c1sc(=S)n(C)c1NC(=O)c1ccc(OC)cc1
    37* | 2.8 | -2.8 | 0.2 | 0 | -1.5 | -3.9 | -2 | ?
> CCN(CC)C(=O)C1=C(C)N(Cc2ccccc2)C(=O)C(CC(=O)NCC2CCCCC2)C1 (stereo unspecified)
    6 | 0.1 | . | . | -2 | -0.2 | -1.2 | 4 | 7
> O=c1[nH]cc(O)c(=O)[nH]1
    9 | -1.1 | 1.6 | 2.1 | 0 | -1.1 | -3.7 | 6 | -5
> Cc1ccc(NC(=O)CN(C)C(=O)Cn2nnc(-c3ccccc3)n2)cc1
    0 | -0.1 | -0.7 | 0.9 | -4 | 1.1 | -3.6 | -5 | -7
> CCn1nc(C)cc1C(=O)N1CCCC(C(=O)c2cccc(OC)c2)C1 (stereo unspecified)
    -2 | . | -0.1 | 0.4 | -1 | -0.3 | -1.2 | -8 | -11

# Further structures
SMILES,GDH-TPI inh,BioA inh,Mtb UGM inh,PfHsp40 yeast,Mtb FBA inh,BoNT-A LC inh2,FadD28 binding,Anthrax LF inh2,BoNT-F LC inh
CCN(CC)S(=O)(=O)c1cc(C(=O)Nc2ccccc2[N+](=O)[O-])ccc1Cl,9,1.6,1.7,-0.4,-1,1.2,0.5,3,8
O=C(Nc1ccc2oc(-c3cccnc3)nc2c1)c1ccc([N+](=O)[O-])o1,-1,.,.,1.8,1,-0.2,-2.1,-3,-4
Cn1cccc1C(=O)NCCc1ccccc1,9,-1.6,-0.2,0.0,2,1.8,-0.6,6,17
Cc1cc(NC(=O)CSc2nc3ccccc3c(=O)n2CCCC(=O)NCc2ccco2)n[nH]1,-6,-0.7,3.5,-1.0,0,-1.2,-3.8,-13,-9
CCNC(=S)NNC(=O)c1cc(-c2ccc(OCC)cc2)nc2ccccc12,37*,.,-1.2,-0.6,11,0.2,-2.7,1,3
COc1ccc(NC(=O)C[C@H]2C(=O)N(c3ccccc3)C[C@@H]2Cc2ccccc2)cc1,0,13,.,.,-1,-0.1,-3.9,-2,-1
O=C1NC(=O)C(c2ccccc2)N1 (stereo unspecified),-4,-0.3,.,-2.8,0,0.2,-1.6,-9,4
CCC(C)(C)NC(=O)CN(C(=O)C(=O)Nc1ccc2c(c1)OCCO2)C(C)(C)CC,-10,2.0,-3.3,-0.1,-1,0.2,-0.7,-2,-2
Cc1ccc(NS(=O)(=O)c2ccc(OCC(N)=O)cc2)cc1,1,.,0.8,0.2,7,1.3,2.2,4,-1
Cc1cc(NC(=O)CCN2C(=O)/C(=C\c3ccccc3Cl)SC2=S)no1,-1,.,-1.5,0.9,0,-0.1,1.3,-4,1
COc1ccc(/C(=C/c2ccc(OC(F)F)c(OC)c2)C(=O)O)cc1OC,16,.,0.1,0.2,2,0.4,-3.2,-1,1
CCOC(=O)c1cn(-c2ccccc2)nc1-c1ccncc1,12,-1.0,-3.3,1.4,2,0.2,-0.4,7,0
COc1ccc(CCC(=O)NCCc2cnc[nH]2)cc1,-6,3.7,1.3,-1.8,1,-2.1,-2.4,-2,-1
C/C(=N\NC(=O)CCC(=O)Nc1ccc(C)c(C)c1)C1CC1,-1,2.1,0.2,-0.8,1,0.1,-4.7,-1,-4
Cc1nn(C)cc1/C=N/NC(=S)Nc1ccc(Cl)cc1Cl,-2,0.2,-1.2,2.0,-2,-0.2,-8.7,-1,-6
COc1ccc(OC)c(C2C(C(=O)Nc3cccnc3)=C(C)NC3=C2C(=O)CCC3)c1 (stereo unspecified),-1,4.7,-1.8,2.0,5,0.3,-3.2,-1,4
CCN(Cc1cc2ccccc2[nH]c1=O)C(=O)C1CCCCC1,10,-1.9,1.1,-0.2,2,.,-3.7,.,.
Cc1ccccc1NC1=NC(=S)N(c2ccccc2)C12CCCCC2,7,2.9,3.9,0.6,-4,-0.8,1.1,1,-5
CC1CCCCC1NC(=O)COC(=O)c1c2c(nc3ccccc13)/C(=C/c1ccco1)CC2 (stereo unspecified),14,.,0.4,-0.4,4,26,1.3,5,-7
O=S1(=O)CC(N2CCN(CCO)CC2)CN1C1CCCC1 (stereo unspecified),.,0.2,.,.,1,-0.1,-3.3,1,-6
CCOc1ccc(N2C(=O)CC(N(CCc3ccccc3)C(=O)/C=C/C(=O)O)C2=O)cc1 (stereo unspecified),3,.,1.3,0.5,-1,-1.4,1.2,-7,-3

# Screening data from PubChem.
